DNMT1 inh – human DNMT1 methyltransferase inhibitors, primary screen, biochemical, molecular beacon, fluorescence, HinP1I cleavage, uHTS. DNA (cytosine-5)-methyltransferase 1 (Homo sapiens), P26358. inhibition (reported as % activation of signal), % at 10 µM. actives 0.83% (n = 360,000); in the data active means inhibition above about 50%
Target sequence (P26358 504-1616 limits assumed): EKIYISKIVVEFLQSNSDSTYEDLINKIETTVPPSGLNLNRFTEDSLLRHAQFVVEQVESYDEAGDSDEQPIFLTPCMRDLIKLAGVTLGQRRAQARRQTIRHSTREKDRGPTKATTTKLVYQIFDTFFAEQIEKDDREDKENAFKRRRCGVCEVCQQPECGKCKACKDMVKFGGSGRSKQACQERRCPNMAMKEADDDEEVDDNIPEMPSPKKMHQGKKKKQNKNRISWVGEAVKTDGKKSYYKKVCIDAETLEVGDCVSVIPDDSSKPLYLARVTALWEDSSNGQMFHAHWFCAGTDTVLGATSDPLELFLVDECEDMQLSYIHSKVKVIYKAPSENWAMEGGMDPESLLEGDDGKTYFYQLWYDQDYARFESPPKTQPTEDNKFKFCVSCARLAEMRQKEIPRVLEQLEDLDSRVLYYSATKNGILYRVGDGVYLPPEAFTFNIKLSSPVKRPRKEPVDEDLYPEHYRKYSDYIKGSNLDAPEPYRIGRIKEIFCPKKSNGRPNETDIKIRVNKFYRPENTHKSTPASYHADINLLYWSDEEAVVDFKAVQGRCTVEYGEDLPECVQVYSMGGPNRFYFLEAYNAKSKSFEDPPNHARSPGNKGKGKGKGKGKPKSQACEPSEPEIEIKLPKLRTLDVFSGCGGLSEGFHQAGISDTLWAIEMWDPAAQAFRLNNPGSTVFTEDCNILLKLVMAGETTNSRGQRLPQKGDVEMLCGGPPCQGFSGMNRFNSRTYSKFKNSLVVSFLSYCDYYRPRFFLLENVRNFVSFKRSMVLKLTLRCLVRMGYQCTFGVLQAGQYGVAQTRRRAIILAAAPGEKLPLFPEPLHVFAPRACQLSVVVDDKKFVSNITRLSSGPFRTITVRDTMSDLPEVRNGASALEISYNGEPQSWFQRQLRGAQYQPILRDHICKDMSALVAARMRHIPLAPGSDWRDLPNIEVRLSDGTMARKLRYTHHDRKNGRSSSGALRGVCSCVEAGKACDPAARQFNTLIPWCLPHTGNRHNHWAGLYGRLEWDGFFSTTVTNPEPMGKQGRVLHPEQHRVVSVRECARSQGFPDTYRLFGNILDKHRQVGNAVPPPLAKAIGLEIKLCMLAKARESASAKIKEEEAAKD
SUMO1 PPI mod – modulators of SUMO1 protein-protein interactions, primary screen, biochemical, uHTS; Small ubiquitin-related modifier 1 (Homo sapiens), P63165; SUMO1 binding to a labelled peptide, TR-FRET, 1 h; inhibition, % at 20 µM; actives 0.33% (n = 360,000); AID 602429, 2012; in the data active means inhibition above about 37%
Tb MetRS inh – T. brucei MetRS inhibitors, primary screen, biochemical, luminescence | methionyl-tRNA synthetase (Trypanosoma brucei brucei) | purified T. brucei MetRS, ATP depletion, Kinase-Glo luminescence | inhibition, % at 11.9 µM | actives 0.4% (n = 360,000) | AID 624268, 2012;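 active means inhibition above a per-plate cutoff of the control wells' mean inhibition plus 3 SD, cut at about 5.5% in these data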;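 further: 0% = DMSO wells median and 100% = median of wells with control inhibitor compound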
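System: purified T. brucei MetRS enzyme / Detection: Kinase-Glo luciferase luminescence reporting remaining unconsumed ATP / Medium: HEPES buffer with MgCl2, KCl, DTT, spermine, BSA, pyrophosphatase / Replication: singlicate, one well per compound / Evaluation: percent inhibition relative to median high and low control wells / Schedule: 2 h aminoacylation at 25 °C after 15 min preincubation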
LMPTP inh – LMPTP phosphatase inhibitors, primary screen, biochemical, fluorescence intensity, uHTS. AID 651560, 2012. Low molecular weight phosphotyrosine protein phosphatase (Homo sapiens), P24666. inhibition, % at 20 µM. actives 0.22% (n = 360,000). recombinant LMPTP-A, OMFP fluorogenic substrate;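 active means compounds that cut the enzyme signal by at least half of the control window in the single-dose screen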;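 further: plate controls were DMSO wells with enzyme plus substrate for no effect and substrate without enzyme for full effect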
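Buffer or medium: Bis-Tris pH 6.0, DTT, detergent; Assay system: LMPTP-A enzyme; Quantity: 0.625 nM enzyme; Detection: endpoint fluorescence intensity; Times: 50 min dark incubation at room temperature; Controls: substrate-only low control, DMSO enzyme-plus-substrate high control; Doses: single 20 µM dose; Read-out: percent inhibition versus substrate-only and uninhibited controls; Reagent: 400 µM OMFP.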
STEP inh – STEP phosphatase inhibitors, primary screen, biochemical, fluorescence intensity, uHTS. recombinant STEP, OMFP fluorogenic substrate. Tyrosine-protein phosphatase non-receptor type 5 (Homo sapiens), P54829. inhibition, % at 20 µM. actives 0.25% (n = 360,000);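 active means inhibition at 20 µM, scaled per plate between control wells, above about 37%, limit read from the data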;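 further: 0% = DMSO with enzyme and substrate and 100% = substrate only without enzyme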
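Test system: STEP tyrosine phosphatase / Reagent: OMFP at 25 µM / Doses: 20 µM, 1% DMSO / Read-out: percent inhibition scaled to no-enzyme and uninhibited-enzyme controls, plate-pattern corrected / Detection: FITC-channel fluorescence of OMFP product / Medium: Bis-Tris buffer pH 6.0, 2.5 mM DTT, 0.005% Tween 20 / Schedule: 20 min at room temperature, dark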
NadD block – inhibitors of S. aureus NadD, primary screen, biochemical, colorimetric, uHTS | Nicotinate-nucleotide adenylyltransferase NadD (Staphylococcus aureus N315) | purified NadD enzyme, colorimetric absorbance read-out | inhibition, % at 20 µM | actives 0.78% (n = 360,000) | AID 602399, 2012; in the data active means inhibition above about 26%; further: some compounds past the cut are filed as inactive
CSN inh – inhibitors of CSN-mediated cullin deneddylation, primary screen, biochemical, fluorescence polarization, uHTS; COP9 signalosome complex subunit 5 (Homo sapiens), Q92905; Purified CSN, SCF-Nedd8-OG deneddylation; inhibition, % at 12.5 µM; actives 0.38% (n = 360,000);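 active means pattern-corrected inhibition above about 35%, with an unprinted fluorescence ratio check between 0.5 and 1.5, limit read from the data, passing the limit was not always enough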;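 further: 0% = enzyme with substrate and 100% = substrate without enzyme; some results filed as inactive read as strong as hits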
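Test system: Human Csn5 produced in HEK293T cells | Compound: 12.5 µM single point | Times: 90 min, room temperature | Signal: Fluorescence polarization readout | Read-out basis: % inhibition of substrate cleavage by Csn5 | Controls: no-enzyme wells high, enzyme-with-substrate wells low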
Rpn11 inh – Rpn11 (PSMD14) deubiquitinase inhibitors, primary screen, biochemical, fluorescence polarization, uHTS | 26S proteasome non-ATPase regulatory subunit 14 (Homo sapiens), O00487 | human 26S proteasome, Ub4-pepOG fluorescence polarization; 20S core pre-blocked with epoxomicin | calls only at 20 µM | actives 0.59% (n = 360,000) | AID 588493, 2011;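 active means inhibition at 20 µM, scaled to each plate's controls, above about 33%, limit read from the data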
MsrA inhibitor – bovine MsrA enzyme inhibitors, primary screen, biochemical, absorbance, HTS | Methionine sulfoxide reductase A (Bos taurus) | purified bovine MsrA, absorbance read-out | inhibition, % at 15.5 µM | actives 0.75% (n = 360,000); in the data active means inhibition above about 4.5%;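 further: 0% = vehicle wells with enzyme and 100% = reference inhibitor wells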
Scp1 inh – Scp-1 phosphatase inhibitors, primary screen, biochemical, colorimetric, uHTS | actives 0.88% (n = 340,000) | inhibition, % at 20 µM | Carboxy-terminal domain RNA polymerase II polypeptide A small phosphatase 1 (Homo … | AID 493091, 2011 | Recombinant Scp1, phosphopeptide, malachite green phosphate absorbance;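 active means inhibition above about 50% at 20 µM, limit read from the data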;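 further: plate controls were DMSO wells with enzyme for no effect and wells lacking enzyme for full effect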
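Assay system: SCP-1 catalytic fragment, aa 76-261 | Buffer or medium: Tris acetate buffer pH 5.5 with MgCl2 and Tween-20 | Compound: One concentration, 20 µM, with 1.0% DMSO | Also added: Phospho 17-mer peptide substrate | Signal: Absorbance at 630 nm | Incubation: 45 min enzyme reaction at room temperature | Measure: % inhibition of SCP-1 phosphate liberation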
The depositor's hits bear a star; i = inactive; . = no result given.

1) NC(=O)c1ccc(NC(=O)COC(=O)c2ccc3c(c2)OCO3)cc1
2) O=C(COC(=O)c1cc([N+](=O)[O-])ccc1N1CCOCC1)Nc1ccc(Cl)cn1
3) COc1cc(NC(=O)CC2NCCNC2=O)cc(OC)c1 (configuration not stated)
4) C=CCOc1ccc(CNc2ccc3[nH]c(=O)[nH]c3c2)cc1OCC
5) O=Cc1ccc(C(=O)OCC(=O)NCc2ccco2)cc1
6) COc1ccc(CC(N)c2csc(NC(=O)Nc3ccc(F)cc3)n2)cc1 (configuration not stated)
7) O=C(O)c1ccccc1SC1CC(=O)N(c2ccccc2)C1=O (configuration not stated)
8) CC(C)CC(NC(=O)c1cccc(Cl)c1)C(=O)O (configuration not stated)

compound no.	1	2	3	4	5	6	7	8
NadD block	-1	-5	-2	10	4	14	1	-4
MsrA inhibitor	0.0	2.6	-1.0	1.0	0.4	3.6	1.3	2.1
SUMO1 PPI mod	2	-24	-2	-1	3	-7	-1	39
DNMT1 inh	3	-3	1	-8	-1	-40	1	1
CSN inh	0	2	0	-6	2	0	-1	0
Tb MetRS inh	-0.4	0.6	-1.2	0.0	-0.1	5.2	-1.4	0.1
LMPTP inh	-0.9	1.3	-0.8	0.2	3.9	-0.2	-1.2	0.8
STEP inh	-1	2	0	-2	-1	3	3	-4
Rpn11 inh	i	i	i	i	i	i	i	i
Scp1 inh	3	-9	2	1	0	.	7	-6

9) CC(C)=CCC/C(C)=C/CNC(=O)C[C@H]1C[C@H](C(=O)N2CCOCC2)[C@@]2(C)c3[nH]c4ccc(Cl)cc4c3CCN2C1=O
10) COCC(=O)NCc1nc2ccccc2n1Cc1ccccc1F
11) CCn1c(=N)n(CC(O)c2cccs2)c2ccccc21 (configuration not stated)
12) Cc1ccc([C@H]2C[C@H](O)[C@@H](n3cc(-c4ccc(F)cc4)nn3)CN2C(=O)c2cccs2)cc1
13) CCOc1ccc(/C=C/C(=O)Nc2ccccc2C(F)(F)F)cc1
14) Cc1cc(C)nc(-n2ncc3c2CC(c2cccc(Cl)c2)CC3=O)n1 (configuration not stated)
15) N#Cc1c(-n2cccc2/C=N/O)sc2c1CCCC2
16) CC(OC(=O)c1ccc2c(=O)n3c(nc2c1)CCCCC3)C(N)=O (configuration not stated)

compound no.	9	10	11	12	13	14	15	16
NadD block	-2	-1	-2	2	-2	14	0	-7
MsrA inhibitor	-1.4	-0.6	2.3	-0.7	1.9	1.1	16*	0.4
SUMO1 PPI mod	4	2	-1	22	-1	-1	-6	1
DNMT1 inh	-20	1	2	-4	1	-1	-1	0
CSN inh	0	-4	-7	3	0	12	2	-2
Tb MetRS inh	-0.3	-0.4	-0.2	-1.1	-0.2	0.6	-0.8	-0.6
LMPTP inh	3.5	-1.3	-1.8	1.6	-1.0	-0.3	1.8	-1.8
STEP inh	1	4	-4	-1	3	2	5	-1
Rpn11 inh	i	i	i	i	i	i	i	i
Scp1 inh	-1	0	-8	.	-7	-2	-4	-3

17) CC(=O)NCCNc1nc(NCc2ccccc2)nc2ccsc12
18) COc1ccc(CCN2C(=O)CN=C2Nc2ccc(F)cc2)cc1OC
19) COc1ccc(N2CCN(c3cc(C)c4ccc(C)cc4n3)CC2)cc1
20) C[C@@H]1CN([C@H](C)CO)C(=O)c2cc(Br)cnc2O[C@@H]1CN(C)C(=O)NC1CCCC1
21) CCCn1nc2ccccc2c1P(=N)(N1CCOCC1)N1CCOCC1
22) COc1ccc(CNC(=S)Nc2cc(C)cc(C)c2)cc1
23) Cc1ccc(-c2nc(CC(=O)Nc3cccc(S(=O)(=O)NC4=NCCC4)c3)cs2)cc1
24) O=C(NC1CC1)C1=C[C@H](c2ccc(C(F)(F)F)cc2)C[C@H](OCCCCO)O1

compound no.	17	18	19	20	21	22	23	24
NadD block	-6	-2	-6	5	-10	-6	-1	2
MsrA inhibitor	-0.6	0.3	1.8	-1.0	-0.5	-2.7	1.4	0.3
SUMO1 PPI mod	3	2	-45	-7	-2	4	-3	-1
DNMT1 inh	1	2	1	12	2	-1	-6	4
CSN inh	-3	-2	-5	-3	-11	6	2	1
Tb MetRS inh	0.7	-1.9	-1.4	1.6	-0.1	0.1	-0.1	-0.5
LMPTP inh	29	-1.1	1.2	0.4	-0.2	0.7	0.6	0.4
STEP inh	-4	1	0	-1	-3	1	2	-3
Rpn11 inh	i	i	i	i	i	i	i	i
Scp1 inh	.	-1	-1	.	-6	-4	-2	7

Fetched one by one from the entries so far (three):
5) O=Cc1ccc(C(=O)OCC(=O)NCc2ccco2)cc1
2) O=C(COC(=O)c1cc([N+](=O)[O-])ccc1N1CCOCC1)Nc1ccc(Cl)cn1
7) O=C(O)c1ccccc1SC1CC(=O)N(c2ccccc2)C1=O (configuration not stated)

compound no.	5	2	7
NadD block	4	-5	1
MsrA inhibitor	0.4	2.6	1.3
SUMO1 PPI mod	3	-24	-1
DNMT1 inh	-1	-3	1
CSN inh	2	2	-1
Tb MetRS inh	-0.1	0.6	-1.4
LMPTP inh	3.9	1.3	-1.2
STEP inh	-1	2	3
Rpn11 inh	i	i	i
Scp1 inh	0	-9	7

(next part)
25) O=C(NC1CCCc2ccccc21)c1ccccc1OC(F)F (configuration not stated)
26) NC(=O)c1ccc(NC(=O)CCCc2nc(-c3ccccc3Cl)no2)cc1
27) CCCCNc1nc(N(C)c2ccccc2)nc(-n2ccnc2)n1
28) CCCCN1C[C@H](Cc2ccccc2)[C@@H](CC(=O)NC)C1=O
29) O=c1oc2ccc3ccccc3c2cc1-c1nnc(-c2cccs2)o1
30) CC1CCN(S(=O)(=O)N2CCC(C(=O)NCc3ccc(F)cc3Cl)CC2)CC1
31) COc1ccc(OC)c(NC(=O)CCN2CCCCCC2)c1
32) CN1\C(=C/C=C/C=C/C=[N+](C)C)C(C)(C)c2ccccc21

compound no.	25	26	27	28	29	30	31	32
NadD block	0	1	6	5	50*	-6	-2	14
MsrA inhibitor	-0.1	0.3	2.1	-1.2	-1.4	-0.9	-0.1	-1.7
SUMO1 PPI mod	0	-1	0	1	20	4	3	-23
DNMT1 inh	0	-8	-4	0	1	2	-10	0
CSN inh	2	1	-5	4	-5	0	-1	120
Tb MetRS inh	-0.2	-1.2	-1.0	-1.0	-0.7	0.2	-0.3	-0.7
LMPTP inh	0.1	0.1	4.3	-0.7	6.8	-0.2	-0.8	18
STEP inh	1	-5	-1	-1	2	1	-8	-28
Rpn11 inh	i	i	i	i	i	i	i	.
Scp1 inh	-6	18	-4	.	-6	.	-9	-1

33) CCNC(=O)N1c2ccccc2Sc2ccccc21
34) COc1ccc2nc(Nc3nc(C)c(CCC(C)C)c(=O)[nH]3)nc(C)c2c1
35) CC(C)CN(C(=O)CN1CCC(C)CC1)c1c(N)n(CC(C)C)c(=O)[nH]c1=O
36) C=C1C(=O)O[C@H]2C1CC[C@@](C)(O)C13C=CC(C)(C21)C1(C3)C(=O)O[C@@H]2C3C(C)=CCC3[C@](C)(O)C[C@H](OC(C)=O)C21 (some centres not stated)
37) CCOCCCNC(=O)NC(=O)CN1CCN(S(=O)(=O)c2ccc3c(c2)OCCO3)CC1
38) CCc1nc(NCc2ccccn2)c2oc3ccccc3c2n1
39) C=CCc1ccccc1OCCNCCCOC
40) O=S(=O)(c1ccc2nc(-c3ccccc3)[nH]c2c1)N1CCN(c2ccc(Cl)cc2)CC1

compound no.	33	34	35	36	37	38	39	40
NadD block	-2	2	15	-4	-7	-6	1	27
MsrA inhibitor	1.5	1.0	-1.0	0.8	0.2	0.3	-0.9	1.4
SUMO1 PPI mod	0	8	1	2	1	-1	-3	-4
DNMT1 inh	3	19	0	-2	1	2	3	23
CSN inh	-2	2	8	-4	-3	5	-1	3
Tb MetRS inh	-1.1	-0.5	-0.7	-0.7	0.1	-0.1	-0.1	0.6
LMPTP inh	0.5	-7.5	1.1	-1.4	-1.6	2.7	-1.0	1.1
STEP inh	1	-2	0	-1	0	-5	-1	1
Rpn11 inh	i	i	i	i	i	i	i	i
Scp1 inh	1	15	-3	-3	-8	4	-2	-8

41) O=C(NCc1ccc2c(c1)OCO2)C1CCCN1C(=O)Nc1cccc(Cl)c1 (configuration not stated)
42) CCOCCCNC(=O)Cn1nc(Cc2ccncc2)c2ccccc2c1=O
43) Cc1ccc(-c2nc3ncccn3c2NC2CCCCC2)o1
44) CC1CCN(C(=O)CSc2nc3cccnc3n2C)CC1
45) Cc1ccc(S(=O)(=O)NCC(=O)OCc2nnc(-c3ccccc3)o2)cc1
46) CN1CCC(OC(=O)c2ccccc2)CC1
47) CCOC(=O)C1CCCN(c2ncnc3c2cnn3-c2ccc(OC)cc2)C1 (configuration not stated)
48) Cc1cccc(C)c1NC(=O)C(c1ccnc2ccccc12)n1c(=O)c(-c2ccco2)nc2ccccc21 (configuration not stated)

compound no.	41	42	43	44	45	46	47	48
NadD block	-4	0	2	-5	-7	-6	-5	.
MsrA inhibitor	0.4	0.4	1.2	-0.8	-1.5	1.0	-0.2	0.4
SUMO1 PPI mod	1	1	-9	-3	4	-3	3	-13
DNMT1 inh	1	2	-2	-3	-2	0	-6	.
CSN inh	-1	-1	-2	-3	4	-2	-8	21
Tb MetRS inh	-0.5	-1.0	-0.3	-0.7	-0.3	-1.3	-0.3	0.0
LMPTP inh	-0.3	-0.6	-0.4	-0.4	0.8	-2.1	0.8	3.3
STEP inh	-4	0	1	-1	-2	-1	0	.
Rpn11 inh	i	i	i	i	i	i	i	.
Scp1 inh	-11	-6	3	5	-9	-8	-8	.

High-throughput results: PubChem, several laboratories
